Source: PubChem BioAssay
TDP1 block: qHTS Assay for Inhibitors of Tyrosyl-DNA Phosphodiesterase (TDP1); Potency, µM (series often up to 130 µM), for the others: at the top dose activity change, negative = inhibition, hits mostly inhibitors; 0.28% of 350,000 active; recombinant TDP1, AlphaScreen DNA substrate cleavage; AID 485290, 2010; Tyrosyl-DNA phosphodiesterase 1 (Homo sapiens), Q9NUW8; also: nearly all actives have a fitted effect of over 40% in size
Target sequence (Q9NUW8 whole entry, looked up): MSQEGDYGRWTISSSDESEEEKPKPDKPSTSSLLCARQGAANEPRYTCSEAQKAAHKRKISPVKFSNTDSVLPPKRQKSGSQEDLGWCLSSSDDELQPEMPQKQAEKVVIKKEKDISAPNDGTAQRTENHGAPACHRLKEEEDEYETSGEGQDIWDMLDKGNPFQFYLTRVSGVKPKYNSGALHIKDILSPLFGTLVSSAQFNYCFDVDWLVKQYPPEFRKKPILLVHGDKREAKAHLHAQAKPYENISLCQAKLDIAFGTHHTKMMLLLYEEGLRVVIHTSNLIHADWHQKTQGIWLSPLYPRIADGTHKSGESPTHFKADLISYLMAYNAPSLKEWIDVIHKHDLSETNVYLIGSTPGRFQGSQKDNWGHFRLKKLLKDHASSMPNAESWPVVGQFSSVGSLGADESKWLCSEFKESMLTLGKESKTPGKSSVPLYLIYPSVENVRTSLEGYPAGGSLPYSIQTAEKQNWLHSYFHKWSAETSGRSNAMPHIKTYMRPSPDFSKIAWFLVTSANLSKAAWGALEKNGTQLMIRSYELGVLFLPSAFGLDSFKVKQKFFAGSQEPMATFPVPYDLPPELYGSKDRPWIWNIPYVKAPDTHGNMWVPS
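Tdp1 1 nM final; 15 min RT w/ cpd; substrate 15 nM, 5 min; beads 10 ug/ml, 10 min; AlphaScreen read. Neg ctrl: no enzyme.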
FEN1 inhibitor: qHTS Assay for the Inhibitors of Human Flap endonuclease 1 (FEN1) | Potency, µM (highest dose often 114 µM), for inactives: at the top dose activity change, negative = inhibition, actives largely listed as inhibitors | Recombinant FEN1 flap cleavage, fluorescence, 15 min | 0.35% of 390,000 active | P39748; also: nearly all actives have a fitted effect of over 65% in size
Target sequence (P39748 whole entry, looked up): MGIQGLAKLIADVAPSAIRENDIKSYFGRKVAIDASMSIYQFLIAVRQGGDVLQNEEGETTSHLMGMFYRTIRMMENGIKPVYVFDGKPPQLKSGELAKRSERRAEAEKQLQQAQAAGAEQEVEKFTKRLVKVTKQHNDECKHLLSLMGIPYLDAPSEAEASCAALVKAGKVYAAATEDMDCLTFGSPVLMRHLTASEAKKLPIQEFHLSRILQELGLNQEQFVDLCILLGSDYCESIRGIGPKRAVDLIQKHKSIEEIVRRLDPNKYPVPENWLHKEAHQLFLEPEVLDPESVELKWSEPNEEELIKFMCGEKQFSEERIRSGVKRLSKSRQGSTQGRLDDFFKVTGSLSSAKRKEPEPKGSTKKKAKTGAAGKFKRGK
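FEN1 at 10 nM preincubated with compounds 15 min at room temperature, then flap DNA substrate added at 50 nM final. Signal read at 0 and 15 min; concentration-response fitted with four-parameter Hill equation.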
N370S GC mod: qHTS Assay for Inhibitors and Activators of N370S glucocerebrosidase as a Potential Chaperone Treatment of Gaucher Disease. Lysosomal acid glucosylceramidase (Homo sapiens), P04062. N370S GC spleen homogenate, 4MU-glucoside fluorescence. Potency, µM (top dose mostly 59.4 µM), inactives show at the highest dose activity change, negative = inhibition, most hits filed as inhibitors. 0.092% of 330,000 active;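 also: 0% = full enzyme activity and -100% = no enzyme basal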
* marks the source's active call; other numbers are inactive results; ? = inconclusive; . = no result given; & = joins results of further samples; [ ] = remark or other dose. Calls follow the shape of the dose curve; as a rule, active = well fitted curve in the direction sought with a large enough effect; inconclusive = small, poorly fitted or top-dose-only effect, or another doubt; inactive = no such curve, though single readings can be large; an effect the other way counts as inactive or inconclusive. Unless noted, % is scaled to controls: 0 for no effect and ±100 for the full control effect; potency is read from the fitted curve at half-maximal effect.

N370S GC mod | TDP1 block | FEN1 inhibitor | Molecule
-12% | 9% | 2% | CC(=O)N1C(=O)/C(=C2\SC(=S)N(NC(=O)c3ccc(O)cc3)C2=O)c2ccccc21
6% | 0% | -4% | COC(=O)C(C)Sc1nnc(Cc2cc(=O)[nH]c(=O)[nH]2)n1-c1cc(C)ccc1C (stereo not given)
15% | -1% | -9% | Fc1ccc(CNC(=S)Nc2ccc(Cl)cc2Cl)cc1
-2% | . | 2% | CN(C)C(=O)c1cnc(-c2ccccc2)nc1-c1ccccc1
-8% | 2% | -7% | CC(C)(C)c1ccc(C(=O)Nc2ccc(C(=O)N3CCCC3)cc2)cc1
? | 8% | -19% | Cc1ccccc1OCC(=O)Nc1ccccc1-c1ccccc1
-6% | . | ? | COc1ccc([C@H]2C(C#N)=C([S-])N[C@](C)(O)[C@@H]2[n+]2ccccc2)cc1
-4% | 0% | -9% | CCc1ccccc1NC(=O)C1CCCN(c2ncccn2)C1 (stereo not given)
. | 0% | 15% | COc1ccccc1NC(=O)CN1C(=O)NC2(CCCc3ccccc32)C1=O (stereo not given)
-2% | 5%[0.0935 µM] | -5% | CC(=O)Nc1ccc(NC(=O)c2cc[n+]([O-])cc2)cc1
. | 1% | -7% | O=C(CN1C(=O)NC2(CCCCC2)C1=O)Nc1cccc(S(=O)(=O)N2CCCC2)c1
14% | -3% | -17% | CN(C)c1cccc2c1c(NC(=O)Nc1ccc(Cl)cc1Cl)nn2C
13% | -1% | 5% | O=C(c1ccccc1)N1CCCCC(S(=O)(=O)c2ccccc2)C1=O (stereo not given)
-12% | 0% | 3% | COc1ccccc1CC(=O)N1CCN(C(=O)c2ccco2)CC1
20% | -11% | -5% | Cc1cc(NC(=O)CON=C(N)CC(=O)Nc2ccccc2Cl)ccc1Br
3% | 2% | -16% | CCCCCCC1CC(C)(C(=O)CNc2nncs2)OC1=O (stereo not given)
0% | . | -22% | CCOc1cccc(NC(=O)c2ccc(S(=O)(=O)N3CCCC3)cc2)c1
-2% | ? | -5% | CC(=O)c1ccc(S(=O)(=O)N2CCN(C(=O)/C=C/c3ccc4ccccc4n3)CC2)cc1
. | -1% | 22% | Cc1cccc(OCc2nc(CC(=O)Nc3ccc(C)c(C)c3)cs2)c1
-10% | 6% | 5% | COC(=O)C(/C=N/O)NC(=O)c1ccccc1 (stereo not given)
. | -2% | -7% | CCCOC(=O)c1c(NC(=O)C(C)Sc2nc(-c3ccccc3)cc(C(F)(F)F)n2)sc(C(=O)N(C)C)c1C (stereo not given)
6% | 4% | 4% | O=C(NCC1CCCO1)C1C2C=CC3(CN(Cc4cccs4)C(=O)C13)O2 (stereo not given)
-9% | . | -3% | O=C(O)c1cc(N=Nc2c(O)[nH]c3ccc([N+](=O)[O-])cc23)ccc1Cl
. | 1% | -7% | NC(=O)c1ccsc1NC(=O)CN1C(=O)NC2(CCCC2)C1=O
-3% | 1% | -10% | CC(=O)N1c2ccc(S(=O)(=O)N(C)CC(=O)NC(C)c3ccccc3)cc2CC1C (stereo not given)
. | 5% | 17% | Cc1cc(=O)[nH]c2nnc(SCc3ccc(C(F)(F)F)cc3)n12
-1% | . | -13% | O=C(NCCS(=O)(=O)N1CCN(c2ccccc2F)CC1)c1cccs1
-21% | 0% | -7% | COc1cccc(-c2cc(C(=O)Nc3c(C)n(C)n(-c4ccccc4)c3=O)no2)c1
2% | 5% | 6% | CC(C)(C)C(=O)CCN1C(=O)C2(OCCO2)c2ccccc21
-1% | 3% | 8% | CC(=O)N1CC2(C)CN(C(C)=O)CC(C)(C1)C2
. | 5% | -4% | COC(=O)c1ccccc1NC(=O)Cc1noc2ccc(C)cc12
6% | . | -2% | O=C(COc1ccc(S(=O)(=O)N2CCOCC2)cc1)N1CCc2ccccc2C1
-23% | 3% | -1% | CN1C(=O)CS/C1=N\NC(=O)COc1cccc2cccnc12
5% | 0% | -10% | O=C(CN1C(=O)NC2(CCOc3ccccc32)C1=O)c1ccc(F)c(F)c1 (stereo not given)
-6% | 22µM* | ? | COc1ccc(-c2nn(-c3ccccc3)cc2C(=O)Nc2cccc(C(=O)O)c2)cc1[N+](=O)[O-]
1% | 4% | -2% | Cc1ccc(CC2S/C(=N/N=C/c3ccco3)NC2=O)cc1 (stereo not given)
-3% | 0% | ? | O=C(/C=C/c1ccco1)c1ccc(NC(=O)C23CC4CC(CC(C4)C2)C3)cc1
. | 3% | -21% | O=C(CC1N=C2c3ccccc3N=C(SCc3ccccc3F)N2C1=O)NCCc1ccccc1 (stereo not given)
-14% | 2% | -10% | O=C(NC1CCSc2ccccc21)c1ccccc1Cl (stereo not given)
23% | 2% | 5% | Cc1ccc(NC(=O)c2ccc(OC(=S)N3CCOCC3)cc2)cc1
7% | 7% | 2% | FC(F)(F)c1ccccc1NC(=S)NN=C1CCCCCC1
. | 3% | -14% | COc1ccc2oc(=O)c(C(=O)NCCc3c(C)[nH]c4ccc(C)cc34)cc2c1
5% | -4% | 20% | Cc1c(NC(=O)CN2C(=O)C(=O)N(Cc3ccccc3)C2=O)c(=O)n(-c2ccccc2)n1C
15% | 2% | 0% | COCCCn1c(SCc2nc3ccccc3c(=O)[nH]2)nc2ccccc2c1=O
-1% | 6% | -14% | COc1ccccc1CNC(=O)c1cn(C)c(=O)c2cc(OC)c(OC)cc12

3 entries out of the list above, arranged by the value under FEN1 inhibitor, smallest number first:
SMILES | FEN1 inhibitor
O=C(CN1C(=O)NC2(CCOc3ccccc32)C1=O)c1ccc(F)c(F)c1 (stereo not given) | -10%
COC(=O)c1ccccc1NC(=O)Cc1noc2ccc(C)cc12 | -4%
CN1C(=O)CS/C1=N\NC(=O)COc1cccc2cccnc12 | -1%

Next part:
N370S GC mod | TDP1 block | FEN1 inhibitor | Molecule
8% | 6% | -10% | Cc1ccc(N(C(=O)C2CCC(=O)N2)C2(C(=O)NC3CCCCC3)CCCCC2)cc1 (stereo not given)
2% | . | -7% | CCOc1ccccc1NC(=O)C1CCCN(S(=O)(=O)c2ccc(-n3cnnn3)cc2)C1 (stereo not given)
-3% | 1% | 11% | COc1cccc(CN2CCNC(=O)C2CC(=O)NCc2cc(C(C)C)no2)c1 (stereo not given)
-15% | 1% | 4% | CN1CCN(C(=O)/C(=C/c2cccnc2)NC(=O)c2cccc(Br)c2)CC1
2% | 5% | -2% | O=C(c1ccc(F)cc1)N1CCCCC(Sc2nnc3ccccn23)C1=O (stereo not given)
11% | 5% | -18% | CCOC(=O)c1nnn(-c2ccc([N+](=O)[O-])cc2)c1C
-4% | -3% | ? | O=C(O)/C=C/C(=O)c1ccc2c(c1)CCc1ccccc1-2
-4% | 0% | 17% | COc1ccc(-c2csc3ncn(CC(=O)N4CCOCC4)c(=O)c23)cc1
12% | -3% | -6% | CCCC(=O)Nc1nc(-c2ccccc2)ns1
12% | -3% | 0% | COc1cc(C(=O)N/N=C/C2CC=CCC2)cc(OC)c1OC (stereo not given)
. | -2% | -1% | O=C(Nc1ccc(NC(=O)c2ccccc2F)cc1)c1cccs1
2% | -3% | 16%&-11% | CCOc1ccc(NC(=O)CCC(=O)N2CCSc3ccccc32)cc1
-26% | . | -15% | COc1ccc(CC(=O)Nc2sc3c(c2C#N)CC(C)(C)NC3(C)C)cc1OC
-21% | -2% | -2% | c1ccc(-c2csc(Nc3ncccn3)n2)cc1
1% | . | 15% | CC(=O)c1ccc(C(=O)Nc2nnc(-c3ccc(Cl)cc3)o2)cc1
? | . | -5% | CCN1CCN(Cc2c(O)ccc3c(C)cc(=O)oc23)CC1
. | 11% | -5% | Cc1csc2nc(CCNS(=O)(=O)c3ccc(F)cc3)cn12
11% | 6% | 0% | CC(C)(C)n1nc2c(c1NC(=O)Cc1ccc(F)cc1)CS(=O)(=O)C2
-4% | 8% | -1% | Cc1ccc(C(=O)N2CCN(c3ccc([N+](=O)[O-])cc3-n3cccc3)CC2)cc1
-27% | 9% | -8% | Cc1ccc(Nc2ncc3c(n2)CC(c2ccco2)CC3=O)c(C)c1 (stereo not given)
. | 12% | -3% | CCOc1ccc(CCNC(=O)CN(c2ccc(C)cc2)S(=O)(=O)N(C)C)cc1OCC
4% | . | 4% | Cc1cc(Cl)c2oc(C(=O)N3CCN(c4cccc(C)n4)CC3)c(C)c2c1
-16% | 4% | 2% | CN(C[C@H](c1ccccc1)N(C[C@H](Cc1ccccc1)N(CCc1ccccc1)N=O)N=O)N=O
-5% | 3% | -16% | O=S(=O)(NCC1CCCN(Cc2ccccc2)C1)c1cccc2cccnc12 (stereo not given)
-1% | 0% | 2% | Cc1cc(C)n(S(=O)(=O)Cc2ccccc2)n1
-6% | 1% | 1% | CN(CC(=O)NCCc1ccc(F)cc1)Cc1ccccc1
3% | 0% | 4% | CC(C)C(=O)Nc1cccc(S(=O)(=O)c2cccc(NC(=O)C(C)C)c2)c1
? | . | ? | OC(CN1CCCCC1)Cn1c2ccc(Cl)cc2c2cc(Cl)ccc21 (stereo not given)
. | 0%[56.1 µM] | -1% | COCCN(CC(=O)Nc1cccc(C)c1C)C(=O)Cc1sc(C)nc1-c1ccc(F)cc1
6% | 5% | 5% | CN(NC1OC(=O)c2ccccc21)c1ccc(Cl)cc1[N+](=O)[O-] (stereo not given)

Record cards, from the list above. Order of values: N370S GC mod | TDP1 block | FEN1 inhibitor
COc1ccccc1CC(=O)N1CCN(C(=O)c2ccco2)CC1 is listed as -12% | 0% | 3%
O=C(c1ccccc1)N1CCCCC(S(=O)(=O)c2ccccc2)C1=O (stereo not given) is listed as 13% | -1% | 5%
CC(C)(C)c1ccc(C(=O)Nc2ccc(C(=O)N3CCCC3)cc2)cc1 is listed as -8% | 2% | -7%
CN1CCN(C(=O)/C(=C/c2cccnc2)NC(=O)c2cccc(Br)c2)CC1 is listed as -15% | 1% | 4%

Some of the entries above in another layout:
Below each SMILES: N370S GC mod | TDP1 block | FEN1 inhibitor
> OC(CN1CCCCC1)Cn1c2ccc(Cl)cc2c2cc(Cl)ccc21 (stereo not given)
  ? | . | ?
> Cc1ccc(C(=O)N2CCN(c3ccc([N+](=O)[O-])cc3-n3cccc3)CC2)cc1
  -4% | 8% | -1%

More records:
N370S GC mod | TDP1 block | FEN1 inhibitor | Molecule
-22% | 3% | 0% | CC(Sc1cccc[n+]1[O-])C(=O)Nc1cccc([N+](=O)[O-])c1 (stereo not given)
-7% | 6% | 2% | CCOC(=O)c1ccc(NC(=O)CSc2nnc(C)n2-c2ccccc2)cc1
. | 11% | -15% | COC(=O)c1ccc(C(=O)OC)c(NC(=O)N2CC3CCCN3c3ccccc32)c1 (stereo not given)
-3% | 6% | -12% | O=[N+]([O-])c1ccc(-n2nncc2-c2ccc(Cl)cc2)cc1
? | 3% | 5% | Cc1nn(Cc2ccccc2Cl)c2sc(C(=O)Nc3ccccc3N3CCOCC3)cc12
2% | 3% | 2% | CCOC(=O)N1CCN(S(=O)(=O)c2cc(C)c(C)cc2C)CC1
-1% | 6% | -5% | Cc1nc2ccccc2c(=O)n1NC(=O)c1cccc([N+](=O)[O-])c1
-15% | 6% | -14% | CCOc1ccccc1NC1=C(Cl)C(=O)N(c2ccccc2)C1=O
. | -10% | ? | O=C(COC(=O)c1ccc([N+](=O)[O-])o1)NCc1ccccc1
14% | 2% | -3% | Cc1ccccc1-n1c(=O)c2c(n3cnnc13)-c1ccccc1CC21CCCCC1
19% | 1% | -9% | Cc1cc(C)c(C#N)c(SCCS(=O)(=O)c2ccc(Cl)cc2)n1
-1% | -3% | 2% | CCOC(=O)N1CCC(N(C(=O)Nc2cccc(OC)c2)C(C)CC)CC1 (stereo not given)
5% | 0% | -7% | CCCn1c(=S)[nH]c2ccccc2c1=O
-2% | 4% | . | C[C@@H](C1[C@@H](O)CC2C3C=CC4C[C@@H](O)CC[C@]4(C)[C@H]3CC[C@@]21C)[C@@H]1CCCCN1 (stereo not given in full)
-9% | -3% | 11% | O=C(O)Cc1ccc(S(=O)(=O)Nc2ccccc2C(=O)O)cc1
3% | 5% | -13% | CO/N=C/CC(=O)c1cnc(-c2ccc(Cl)cc2)s1

Structures listed above printed as active in TDP1 block.
N370S GC mod | TDP1 block | FEN1 inhibitor | Molecule
-6% | 22µM* | ? | COc1ccc(-c2nn(-c3ccccc3)cc2C(=O)Nc2cccc(C(=O)O)c2)cc1[N+](=O)[O-]
